# Screening data from PubChem.
# RECQ1 helicase – qHTS Assay for Inhibitors of RecQ-Like Dna Helicase 1 (RECQ1); ATP-dependent DNA helicase Q1 (Homo sapiens), P46063; RECQ1 DNA unwinding, red fluorescence kinetic read; Potency, µM (highest dose often 57.3 µM), for inactives: at the highest dose activity, negative = inhibition, actives largely listed as inhibitors; hit rate 0.54% among 240,000;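 also: plate controls were vehicle for no effect and no enzyme for full effect; nearly all actives have a fitted effect of over 30% in size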
#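 50 nM RECQ1T1 preincubated 15 min with compound in Tris pH 8.0 buffer with MgCl2, DTT, Tween-20 and 2.5 ug/ml poly(dI-dC); started with 200 nM TAMRA/BHQ-2 forked duplex and 2 mM ATP. Unwinding read as fluorescence (525/598 nm), two reads 2 h apart.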
# Lamin A splicing – qHTS Assay for Modulators of Lamin A Splicing; hit rate 0.01% among 200,000; HeLa LMNA splicing GFP/RFP minigene ratio, 48 h; AID 1487, 2009; Potency, µM (highest dose often 46.1 µM), for inactives: at the highest dose ratio change, negative = inhibition, usual class: inhibitors; active = well fitted inhibition curve with a large enough effect in the signal ratio, with a control signal flat, not every such curve was filed as active; inconclusive = small, poorly fitted or top-dose-only effect, or effect the other way, or a change in a side signal; the % refers to the signal ratio; also: % is scaled to controls: 0 for no effect and ±100 for the full control effect
#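 S3 HeLa cells stably expressing lamin A-EGFP splicing minigene plus DsRed2, 600 cells/well, 48 h compound exposure at 37C. Laser-scanning cytometry; analysed as GFP (500-530 nm)/RFP (575-640 nm) total intensity ratio; 0.5% DMSO vehicle.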
# L3MBTL1 block – qHTS Assay for the Inhibitors of L3MBTL1; Lethal(3)malignant brain tumor-like protein 1 (Homo sapiens), Q9Y468; AlphaScreen L3MBTL1–H3K9me1 peptide binding; Potency, µM (series often up to 57.1 µM), without a hit: at the highest dose activity, negative = inhibition, hits mostly inhibitors; hit rate 0.66% among 230,000; also: % is scaled to controls: 0 for no effect and ±100 for the full control effect; nearly all actives have a fitted effect of over 60% in size
#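 First, the protein-peptide complex forms for 30 min at room temperature (L3MBTL1 50 nM, biotinylated H3K9me1 peptide 75 nM). Next, compounds are pin-transferred and incubated 30 min. Finally, AlphaScreen beads are added and read after 30 min.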
# Luc counter – Counterscreen for Luciferase (Kinase-Glo TM) Inhibition; Luciferin 4-monooxygenase (Photuris pensylvanica), Q27757; Kinase-Glo luciferase, ATP luminescence, 8 min; Potency, µM (highest dose often 38.3 µM), for the others: top-dose activity change, negative = inhibition, hits mostly inhibitors; hit rate 0.28% among 200,000; AID 1379, 2008; also: % is scaled to controls: 0 for no effect and ±100 for the full control effect; nearly all actives have a fitted effect of over 60% in size
#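 Substrate mix (final 50 mM imidazole pH 7.2, 50 mM KCl, 7 mM MgCl2, 10 uM ATP, 0.01% Tween 20, 0.05% BSA) plus pin-tool compound, then Kinase-Glo detection mix; 8 min ambient, luminescence read.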
# SMN2 splice enh – qHTS Assay for Enhancers of SMN2 Splice Variant Expression. hit rate 2.8% among 210,000. HEK293 SMN2-luciferase splicing reporter, luminescence, 30-36 h. Potency, µM (titrated, usually from 46.1 µM), for the others: at the highest dose activity change, positive = activation, hits mostly activators; also: % of control where 0% means no effect; nearly all actives have a fitted effect of over 55% in size
#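 HEK293 cells carry an SMN2 […]–luciferase reporter in which exon 7 inclusion puts luciferase in frame. Cells were plated 10-12 h before compound addition, then incubated 30-36 h at 37C. ONE-Glo luminescence was read; sodium butyrate at 4.5 mM final served as control.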
# JMJD2E inh – qHTS Assay for Inhibitors of Human Jumonji Domain Containing 2E (JMJD2E); Lysine-specific demethylase 4E (Homo sapiens), B2RXH2; JMJD2E catalytic domain, FDH-coupled NADH fluorescence (FDH is formaldehyde dehydrogenase); Potency, µM (doses to about 57.1 µM), for inactives: top-dose activity change, negative = inhibition, most hits filed as inhibitors; hit rate 1.6% among 230,000; AID 2147, 2009; active = well fitted inhibition curve with a large enough effect, not every such curve was filed as active; inconclusive = small, poorly fitted or top-dose-only effect, or another doubt; inactive = no such curve, though single readings can be large or run the other way;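 also: 0% = wells with enzyme and -100% = buffer wells without enzyme; nearly all actives have a fitted effect of over 50% in size; many of its hits are not listed in these tables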
# Target sequence (B2RXH2 1-337 limits assumed): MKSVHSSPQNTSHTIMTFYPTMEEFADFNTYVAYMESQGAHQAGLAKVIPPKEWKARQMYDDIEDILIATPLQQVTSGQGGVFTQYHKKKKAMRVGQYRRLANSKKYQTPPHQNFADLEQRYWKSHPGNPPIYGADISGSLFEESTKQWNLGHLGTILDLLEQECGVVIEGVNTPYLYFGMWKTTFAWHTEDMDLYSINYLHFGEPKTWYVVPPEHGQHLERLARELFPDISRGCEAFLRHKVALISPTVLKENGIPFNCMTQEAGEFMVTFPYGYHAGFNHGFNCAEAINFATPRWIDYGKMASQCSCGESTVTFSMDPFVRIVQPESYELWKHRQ
# ALDH1A1 block – qHTS Assay for Inhibitors of Aldehyde Dehydrogenase 1 (ALDH1A1). Purified ALDH1A1, NADH fluorescence, propionaldehyde substrate. Potency, µM (series often up to 75.3 µM), for the others: at the highest dose activity, negative = inhibition, usual class: inhibitors. hit rate 7.3% among 220,000; active = well fitted inhibition curve with a large enough effect, not every such curve was filed as active; inconclusive = small, poorly fitted or top-dose-only effect, or another doubt; inactive = no such curve, though single readings can be large or run the other way;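 also: plate controls were no enzyme wells and a reference inhibitor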
# Target sequence (P00352 whole entry, looked up): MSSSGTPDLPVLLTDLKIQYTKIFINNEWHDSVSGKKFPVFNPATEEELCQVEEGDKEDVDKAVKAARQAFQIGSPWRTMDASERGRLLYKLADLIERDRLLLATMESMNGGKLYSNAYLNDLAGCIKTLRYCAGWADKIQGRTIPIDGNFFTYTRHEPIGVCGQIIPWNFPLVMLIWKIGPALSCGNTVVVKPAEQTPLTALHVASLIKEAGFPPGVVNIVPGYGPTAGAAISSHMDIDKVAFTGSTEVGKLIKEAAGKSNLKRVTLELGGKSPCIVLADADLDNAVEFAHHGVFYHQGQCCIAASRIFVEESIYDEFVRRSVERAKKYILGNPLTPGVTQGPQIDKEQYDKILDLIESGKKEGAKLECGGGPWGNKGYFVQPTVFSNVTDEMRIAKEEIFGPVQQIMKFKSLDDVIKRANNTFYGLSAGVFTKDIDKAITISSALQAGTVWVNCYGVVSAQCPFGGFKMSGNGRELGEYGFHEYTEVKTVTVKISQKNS
# Tau fibril ThT – qHTS for Inhibitors of Tau Fibril Formation, Thioflavin T Binding; Microtubule-associated protein tau (Homo sapiens), P10636; recombinant tau K18 P301L, heparin-induced fibrillization, ThT fluorescence; Potency, µM (top dose mostly 57.4 µM), without a hit: at the highest dose activity, negative = inhibition, usual class: inhibitors; hit rate 2.1% among 270,000; also: % is scaled to controls: 0 for no effect and ±100 for the full control effect; nearly all actives have a fitted effect of over 55% in size
# Target sequence (P10636 561-689 P618L limits assumed): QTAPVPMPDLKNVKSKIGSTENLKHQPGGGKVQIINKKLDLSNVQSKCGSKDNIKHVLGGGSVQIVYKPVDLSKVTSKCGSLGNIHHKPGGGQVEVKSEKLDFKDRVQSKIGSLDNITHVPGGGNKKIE
#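 ThT emission at 510 nm, taken 1 hr after adding 30 uM dye, quantifies aggregates formed when 20 uM heparin acts on human tau K18 P301L for 6 hr at 37 C.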
# * hit, by the source's call; i = inactive; ? = inconclusive; . = not tested or not shown; & = joins results of further samples; [ ] = remark or other dose. Unless noted, calls follow the shape of the dose curve; as a rule, active = well fitted curve in the direction sought with a large enough effect; inconclusive = small, poorly fitted or top-dose-only effect, or another doubt; inactive = no such curve, though single readings can be large; an effect the other way counts as inactive or inconclusive. Potency is read from the fitted curve at half-maximal effect.
# Below each compound – ALDH1A1 block, RECQ1 helicase, Tau fibril ThT, Lamin A splicing, L3MBTL1 block, JMJD2E inh, SMN2 splice enh, Luc counter
CCOC(=O)c1cnc(=O)[nH]c1C
 : 11%, -3%, 1%, 5%, -1%, -1%, 6%, -3%
CC(C)CCn1c(=O)c2ccccc2n2c(CN3C(=O)NC4(CCC(C)CC4)C3=O)nnc12 (stereo unspecified)
 : ?, -4%, -12%, 1%, -7%, ?, 0%, 4%
COCCCNC(=O)c1ccc2c(=O)n(Cc3ccc(OC)cc3)c(=O)[nH]c2c1
 : -13%, i, -12%&-10%, ?, ., -7%, -15%&11%, -1%
COc1ccccc1/C=C(/C(=O)NCCCn1ccnc1)c1ccccc1
 : 7%, i, -3%, ., -15%, 6%, -12%, -1%
CC(=O)Nc1c(NC(=O)CC#N)[nH]c2c(c1=O)c(=O)n(C)c(=O)n2C
 : 2%, 17%, -3%, ., -19%, 4%, ., -13%
CCOC(=O)c1cn(-c2ccc(F)c(F)c2)c2c(F)c(F)c(F)c(F)c2c1=O
 : -13%, 0%, -6%, -3%, 0%, -2%, -17%, 5%
COc1ccc(F)cc1C(=O)C1CCCN(C(=O)c2cccc(N(C)C)c2)C1 (stereo unspecified)
 : 1%, i, -3%, ., -24%, -12%, ., .
COCCN1Cc2cccc(C(=O)Nc3ccc4c(c3)OCCO4)c2C1=O
 : ?, -12%, -22%, -6%, ., 2%, -19%, -12%
Cc1cccc(NC(=O)CSc2nc3ccc(N4C(=O)c5ccccc5C4=O)cc3s2)c1C
 : ?, -9%, -16%, 5%, -4%, 9%, 1%, 8%
Nc1nnc2c(n1)CCCC2
 : ?, -7%, ?, -10%, ?, ?, 17%, 2%
CCc1ccc(OCC(=O)NC(=S)Nc2cccc(CO)c2)c(Br)c1
 : -10%, -16%, ?, 0%, ., 2%, 13µM*, -4%
CCN(CC)C(C(=O)Nc1ccc(C(C)C)cc1)c1ccc2c(c1)OCO2 (stereo unspecified)
 : 4%, -11%, -15%, ?, -9%, 10%, -19%, 1%
CCOC(=O)c1ccc(NC(=O)CSc2nnc(Cc3cccs3)n2C)cc1
 : -8%, -4%, -12%, 0%, 23%[11.4 µM], 7%, 19%, 1%
CCCOc1ccc(CN(CCO)CCO)cc1[N+](=O)[O-]
 : 0%, -4%, 3%, -8%, 8%, -2%, -13%, 0%
COCC(=O)N(CCc1ccc(OC)c(OC)c1)Cc1nc2ccccc2c(=O)[nH]1
 : -1%, 0%, 1%, -4%, 4%, -2%, -11%, -1%
Cc1ccc(Cn2c(=O)cc(C(=O)O)c3ccccc32)cc1
 : ?, -7%, -2%, 0%, 1%, ?, -7%, 2%
Cc1cccc(-n2c(=O)c3c4c(sc3n3c(=S)[nH]nc23)CCC4)c1
 : -3%, -12%, -14%, ., ., -13%, -17%, 1%
Cc1ccccc1-n1nnnc1SCCCC(=O)c1ccc(F)cc1
 : 0.079µM*, -12%, -13%, ?, 42%[activator], -1%, -46%[inhibitor], 2%
CCOC(=O)c1sc(-c2cccc([N+](=O)[O-])c2)cc1N
 : 5%, i, ?, -5%[46 µM], 13%, -4%, 7%, -1%
CC(C)c1ccc(NC(=O)C(c2ccc3c(c2)OCO3)N2CCC3(CC2)OCCO3)cc1 (stereo unspecified)
 : -3%, i, -2%, 1%, ., -3%, 19%, 1%
COc1cccc(CNC23CC4CC(CC(C4)C2)C3)c1OCc1ccccc1
 : -5%, -19%, 2%, ., 4%[11.4 µM], 11%, -19%, -1%
Cc1ccccc1C(=O)NC(C)C(c1cccs1)N1CCOCC1 (stereo unspecified)
 : -5%, -6%, -10%, -5%, 5%, 8%, 13%, 0%
Nc1cc(-c2ccc(Br)cc2)nn1S(=O)(=O)c1cccc2nsnc12
 : 0%, -12%, ?, -13%, ., 4%, -34%[inhibitor], 18%
Cc1ccc(S(=O)(=O)NC(CC(C)C)C(=O)N2CCC(C)CC2)cc1 (stereo unspecified)
 : ?, 6%, -5%, ., 7%, 5%, -10%, 2%
CCOc1cccc2cc(-c3cn4cc(C)ccc4n3)c(=O)oc12
 : ?, i, -18%, ?, 2%, -3%, 2.8µM*, -7%
COC(=O)c1c(C)c2c(C)cc3ccccn3c-2c1C(=O)OC
 : -6%, -1%, 13µM*, -6%, ., 9%, 9%, -3%
O=C1c2cccnc2C(=O)N1Cc1ccco1
 : ?, -6%, -4%, 6%, -5%, 4%, 4%, 0%
Cc1c(C)n(C)c2ccc(C(=O)NCc3cccs3)cc12
 : ?, -19%, ?, -9%, -13%, ?, 18%, 0%
CC(C)(CNC(=O)c1cc2ccccc2o1)N1CCOCC1
 : 9%, 2%, -4%, 3%, -2%, -2%, 5%, 2%
CNC(=O)C(NC(=O)Nc1ccc(C)cc1)C(C)(C)C (stereo unspecified)
 : -3%, i, 6%, -13%[46 µM], -3%, 4%, 22%, 1%
CCc1ccc(OCc2nnc(SCC(=O)N3CCOCC3)o2)cc1
 : -3%, 3%, -6%, 21%[46 µM], 2%, 4%, ., -1%
COc1cccc(-n2sc3c(c2=S)-c2cc(OC)ccc2NC3(C)C)c1
 : ?, -25%, -19%, ?, ?, -3%, 7%, 0%
COC(=O)c1c(-c2ccco2)csc1NC(=O)C1CC=CCC1C(=O)O (stereo unspecified)
 : 13µM*, -7%, -4%, 1%, -25%, 0%, ., .
CCN(CC)c1ccc(NC(=O)Nc2ccccc2C(F)(F)F)cc1
 : 4µM*, -2%, -5%, 12%, -11%, ?, 7%, -7%
CCCC(C)C(=O)Nc1ccncc1 (stereo unspecified)
 : 3%, i, 2%, -8%, -2%, 9%, -13%, 4%
CN(C)CCNc1nc2c(c(=O)[nH]c(=O)n2C)n1CC(O)COc1ccc(Cl)cc1 (stereo unspecified)
 : -1%, 0%, 5%, -9%, -1%, -4%, -2%, -6%
COc1ccc(Br)cc1S(=O)(=O)NCCN1CCOCC1
 : -9%, 1%, -4%, ., -1%, 9%, ?, 1%
CC(Sc1nc2ccccc2s1)C(=O)NC1CCCc2ccccc21 (stereo unspecified)
 : 13µM*, -3%, 12%, ?, 7%, 5%, -17%, -1%
O=C(CNC(=S)N(Cc1ccc(F)cc1)C1CCCCC1)NC1CC1
 : ?, -6%, -10%, -1%, ., -8%, -10%, -2%
CCOC(=O)C1CCN(S(=O)(=O)c2ccc(C(=O)OC)cc2)CC1
 : 3%, -1%, 1%, -1%, ., 2%, -17%, -3%
Cc1cc(C)cc(C(=O)N2CC(=O)Nc3ccccc32)c1
 : ?, -1%, -6%, ?, ., 1%, 6%, -6%
Fc1ccc(NC(=S)NCc2ccc3c(c2)OCO3)cc1
 : 2%, 11%, 2%, -1%[46 µM], 1%, 2%, ?, 1%
O=C(Nc1nccc(-c2cccs2)n1)c1ccccc1Cl
 : 1%, -12%, -6%, -2%, 3%, ?, -2%, -2%
CC(C)(CCl)C(=O)Nc1ccc(C(F)(F)F)cc1
 : 10%, -10%, -14%, ?, 11%, 5%, -6%, -2%
CSC(=S)N(C)C1CCS(=O)(=O)C1 (stereo unspecified)
 : 3%, 5%, -1%, 0%, 5%, 5%, 3%, 2%
COc1ccc(Cl)c(NC(=O)Nc2c(C)n(-c3ccccc3)c(=O)n2C)c1
 : 11%, 5%, -6%, -4%, ., 6%, -7%, 0%
CCCCNS(=O)(=O)c1ccc2nc(-c3cccs3)cc(C(=O)NCC(OC)OC)c2c1
 : ?, -10%, -15%, ?, 2%, ?, -12%, 3%
CCc1cc2c(=O)[nH]c(N3CCOCC3)nc2s1
 : -2%, -1%, -16%, -2%, 6%, -15%, 18%, 6%
COc1ccc(-c2cc(C(F)(F)F)n3nc(C(=O)NCCCN4CCOCC4)cc3n2)cc1
 : ?, i, -15%, 4%[46 µM], 11%, ?, ., 0%
Cc1cc(Br)ccc1OCCCCNCCO
 : -7%, -10%, 1%, 0%, 6%, ?, -2%, -7%

# (next part)
# Below each compound – ALDH1A1 block, RECQ1 helicase, Tau fibril ThT, Lamin A splicing, L3MBTL1 block, JMJD2E inh, SMN2 splice enh, Luc counter
O=C(CSc1cn(Cc2ccccc2)c2ccccc12)Nc1nccs1
 : 14µM*, -7%, -13%, 7%, ., -5%, ?, -2%
Cc1nn(Cc2cccc(C(=O)N3CCCC(C)C3)c2)c(C)c1[N+](=O)[O-] (stereo unspecified)
 : ?, -8%, 7%, ?, 5%, 6%, -81%[inhibitor], 14%
COc1cc(SC#N)ccc1N=Cc1c(C)[nH]n(-c2ccc(Cl)cc2)c1=O
 : 2.5µM*, -4%, 11µM*, 8%, -2%, -6%, -46%[inhibitor], -18%
C=CCNC(=S)N/N=C/c1ccc(OCc2ccccc2Cl)cc1
 : 4%, -7%, -7%, -12%, ., 6%, 26%, 18%
O=C(Nc1nc(-c2cc3ccccc3oc2=O)cs1)c1ccc(Br)o1
 : ?, -11%, 7%, 7%, -1%, -4%, 28%, -10%
CSc1ccc(S(=O)(=O)N(CC(=O)NN=C2CCN(C)CC2)c2ccc(C)cc2)cc1
 : 5µM*, -10%, -4%, ., ., -1%, -7%, 0%
COCCN(C(=O)/C=C/c1cccc([N+](=O)[O-])c1)c1c(N)n(Cc2ccccc2)c(=O)[nH]c1=O
 : 16%, -13%, -2%, ., 7%, -2%, ., .
Cc1cccc(NC(=O)c2cnn(C)c2)c1C
 : 8%, -5%, 16%, -1%, 8%, 0%, 0%, -1%
COc1ccc(CSC2=NCCN2)cc1Cl
 : 12%, -5%, ?, -8%, ., -3%, ?, 3%
O=C(c1cccnc1)N1N=C2CCCCCC2C1(O)C(F)(F)F (stereo unspecified)
 : ?, i, -2%, ., 9%, 4%, -4%, 0%

# Some of the compounds tested; count on the stated rates, not on these rows.
